m-calpain inh = inhibitors of pig calpain II; purified calpain II, fluorogenic peptide substrate, 30 min; 220,000 tested, 0.37% active; inhibition, % at 16 µM;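 active = inhibition above about 50%, limit read from the data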
14-3-3 Bad inh = disrupts binding of bovine 14-3-3 zeta to phospho-Bad peptide | P63103 | TR-FRET 14-3-3zeta/Dy647-pBad peptide displacement, 1 h | inhibition, % at 21.7 µM | 220,000 tested, 0.71% active;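 active = inhibition above about 70%, limit read from the data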;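 note: 0% = full 14-3-3 plus peptide FRET controls and 100% = background without 14-3-3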
Target sequence (P63103 whole entry, looked up): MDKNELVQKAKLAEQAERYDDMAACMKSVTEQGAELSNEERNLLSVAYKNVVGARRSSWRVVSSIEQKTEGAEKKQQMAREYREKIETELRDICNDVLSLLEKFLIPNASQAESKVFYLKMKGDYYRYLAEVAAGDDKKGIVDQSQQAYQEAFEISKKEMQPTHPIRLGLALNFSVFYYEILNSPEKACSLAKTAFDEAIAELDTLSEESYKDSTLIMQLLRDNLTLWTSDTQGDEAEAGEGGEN
Rad51 HR inh = blocks human Rad51 in homologous recombination | Q06609 | hRad51 DNA strand exchange, fluorescence dequenching | inhibition, % at 10 µM | 200,000 tested, 0.085% active | AID 1385;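 active = inhibition above 40% at the single screening dose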;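 note: 0% = DMSO control wells and 100% = blanks with heterologous ssDNA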
Target sequence (Q06609 whole entry, looked up): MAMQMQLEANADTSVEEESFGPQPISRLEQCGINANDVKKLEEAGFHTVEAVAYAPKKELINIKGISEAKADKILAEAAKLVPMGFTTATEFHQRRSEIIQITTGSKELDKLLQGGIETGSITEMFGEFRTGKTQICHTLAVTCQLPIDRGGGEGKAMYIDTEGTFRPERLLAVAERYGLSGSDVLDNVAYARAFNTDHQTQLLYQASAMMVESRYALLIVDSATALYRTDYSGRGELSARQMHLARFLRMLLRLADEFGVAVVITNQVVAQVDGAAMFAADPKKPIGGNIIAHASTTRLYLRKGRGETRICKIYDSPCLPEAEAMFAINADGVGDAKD
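Material: hRad51 filaments on single-stranded DNA; Reagent: Donor/quencher-labelled 47-bp dsDNA substrate; Compound: 10 µM final, single point; Schedule: 37 °C 15-min filament assembly, 30-min compound preincubation, 15-min exchange; Technique: FRET fluorescence, excitation 485 nm, emission 520 nm; Benchmarks: control wells and blank wells on each plate.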
Hck-Nef inh = blocks Nef-activated human Hck kinase; P08631; Recombinant Hck-YEEI plus Nef, Z-Lyte FRET kinase assay; inhibition, % at 20 µM; 220,000 tested, 0.68% active; AID 463187;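 active = Hck-Nef kinase inhibition above about 50%, limit read from the data; inactive = inhibition below that limit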;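 note: 0% = DMSO with Hck plus Nef and 100% = Hck alone without Nef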
EP2 modulator = modulates human prostaglandin E2 receptor EP2 signaling. P43116. EP2-expressing cells, cAMP HTRF FRET, PGE2 co-stimulation. induction, % at 25 µM. 260,000 tested, 0.83% active;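 active = compounds whose cAMP rise, as percent of the full-agonist control response, exceeds 60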;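 note: rat C6 glioma line stably carrying human EP2 under a CMV promoter; the protocol text gives 20 µM as final concentration; 100% = response of wells given 1 µM PGE2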
Target sequence (P43116 whole entry, looked up): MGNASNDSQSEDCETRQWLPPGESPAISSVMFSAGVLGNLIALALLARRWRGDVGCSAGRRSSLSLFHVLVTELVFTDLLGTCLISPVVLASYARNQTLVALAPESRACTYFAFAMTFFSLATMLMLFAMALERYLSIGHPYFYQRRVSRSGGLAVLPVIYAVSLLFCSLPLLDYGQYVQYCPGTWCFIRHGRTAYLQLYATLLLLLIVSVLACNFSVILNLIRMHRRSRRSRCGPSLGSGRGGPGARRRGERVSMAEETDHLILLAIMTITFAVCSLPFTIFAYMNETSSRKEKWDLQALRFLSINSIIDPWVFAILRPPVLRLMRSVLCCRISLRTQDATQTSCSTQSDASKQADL
zVAD death inh = blocks zVAD induced death of L929 cells. L929 zVAD necroptosis rescue, ATP luminescence, 24 h; with zVAD 60 µM. viability rescue, % at 10 µM. 220,000 tested, 0.38% active;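 active = activation, scaled between plate controls, above about 75%, limit read from the data; inactive = activation under that limit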;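 note: 0% = zVAD with DMSO and 100% = DMSO alone without zVAD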
TbHK1 inh = T. brucei hexokinase 1 inhibition; recombinant TbHK1, G6PDH-coupled NADH A340; inhibition, % at 10 µM; 220,000 tested, 0.11% active; AID 1430;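 active = inhibition of 50% or more in the single-dose primary screen; inactive = inhibition below 50%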
eIF4E 4G PPI = eIF4E/eIF4G interaction inhibition in translation initiation; AID 782; TR-FRET eIF4E-eIF4GI(517-606) binding, 2 h; inhibition, % at 21.7 µM; 220,000 tested, 0.37% active; P63073+Q04637;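 active = inhibition above about 30%, limit read from the data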;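 note: 0% = full FRET control wells and 100% = background wells lacking eIF4GI fragment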
EP2 antag = EP2 receptor (human) inhibition; P43116; C6 glioma cells expressing human EP2, cAMP TR-FRET; cells stimulated with saturating PGE2; inhibition, % at 25 µM; 260,000 tested, 0.52% active; AID 1422;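 active = percent inhibition above 40 after rounding to a whole number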;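 note: rat C6 glioma host cells with rolipram phosphodiesterase inhibitor present; the protocol text gives 20 µM as final concentration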
Starred values were filed as active, the others as inactive; x = not tested or not shown; & = joins results of further samples; [ ] = another dose, or the depositor's remark. Not all compounds are listed (hit frequency here may not be typical).

[1] COc1ccc(NC(=O)Cn2c(=O)n(-c3ccc(OC)cc3OC)c(=O)c3c(C)c(C)sc32)cc1
[2] Cc1cc(C(F)(F)F)n(-c2nc(C(=O)NNS(=O)(=O)c3ccccc3[N+](=O)[O-])cs2)n1
[3] O=C(OCc1ccc2c(c1)OCO2)c1ccc(S(=O)(=O)N2CCCCC2)cc1
[4] O=C(COC(=O)CCCSc1nc2ccccc2[nH]1)Nc1ccc(Cl)cc1
[5] Cc1cccc(C)c1OCC(O)Cn1c2ccccc2c2ccccc21 (stereo not given)
[6] CC(C)CCN1CCN(Cc2ccsc2)CC1CCO (stereo not given)
[7] COc1ccc(/C=N/NC(=O)c2ccncc2)cc1CSc1nc2ccccc2s1
[8] O=C(C1CCN(S(=O)(=O)N2CCOCC2)CC1)N1CCN(c2ccccc2F)CC1

compound no.,1,2,3,4,5,6,7,8
m-calpain inh,-19,-39,28,23,15,-11,-207,-1
14-3-3 Bad inh,-1[fluorescence artefact?],-3,-6,9,6,-3,-5[fluorescence artefact?],-7
Rad51 HR inh,-1,x,2,-3,2,-51,-8,6
Hck-Nef inh,1,8,1,3,2,19,1,-8
EP2 modulator,1,42,10,-19,15,0,-17,24
zVAD death inh,-0.1,0.6,-0.3,0.5,0.2,-0.4,1.8,1.6
TbHK1 inh,0,-8,-2,1,2,-2,-15,-1
eIF4E 4G PPI,6,-4,-11,1,-2,-3,2[fluorescence artefact?],-7
EP2 antag,4,1,8,3,13,6,18,6

[9] CCOc1cc(C(=O)NC(C)CC)cc(OCC)c1OCC (stereo not given)
[10] CS(=O)(=O)N(C(=O)NC(=O)NC12CC3CC(CC(C3)C1)C2)C1CCCCC1
[11] COc1cccc(CNC(=O)CCC2CCCN(C3CCOCC3)C2)c1 (stereo not given)
[12] CC(C)CC(c1nnnn1CC1CCCO1)N1CCN(c2cccc(Cl)c2)CC1 (stereo not given)
[13] O=C(c1cccc(Oc2ccccc2)c1)N1CCN(c2ccccn2)CC1
[14] CC(C)c1ccc(N=C2NN=C(c3cccs3)CS2)cc1
[15] CC1CCN(C(=O)CCNS(=O)(=O)c2ccccc2)CC1
[16] CC(=O)C1=C(c2ccccc2)NC(=O)NC1c1ccccc1OCC(=O)NCc1ccccc1 (stereo not given)

compound no.,9,10,11,12,13,14,15,16
m-calpain inh,9,-11,-17,6,1,-53,-12,7
14-3-3 Bad inh,-9,-15,-5,7,-22,-20,3,1[fluorescence artefact?]
Rad51 HR inh,0,1,4,-4,-2,-5,-3,x
Hck-Nef inh,1,-1,18,3,21,22,1,-2
EP2 modulator,-4,16,14,-36,-22,-13,21,14
zVAD death inh,0.8,3.3,2.9,1.4,0.6,24,0.2,0.1
TbHK1 inh,-1,2,-4,-5,1,-5,1,-11
eIF4E 4G PPI,-3,6,-2,-4,5,0,1,-4
EP2 antag,10,11,7,7,2,8,-1,8

[17] CCOC(=O)C(C)Sc1nc(C2CC2)cc(C(F)(F)F)c1C#N (stereo not given)
[18] CN(C)CCSc1nc(N)c2c3c(sc2n1)CN(C)CC3
[19] Cc1ccc2nc(-c3cccs3)oc(=O)c2c1
[20] CCC(=O)NC(=S)Nc1ccc(NC(=O)c2ccc(OC)cc2)cc1
[21] NC(=O)C(CC(=O)O)NC(=O)[C@@H]1CCCCNc2c(I)cc([N+](=O)[O-])cc2C(=O)N[C@@H](CO)C(=O)NCC(=O)N1 (stereo not given in full)
[22] S=C(NCC1CCCO1)N1CCN(Cc2ccccc2Cl)CC1 (stereo not given)
[23] Cc1ccc(NC2CC(=O)N(c3cccc([N+](=O)[O-])c3)C2=O)cc1 (stereo not given)
[24] COc1ccc(N2CCN(C(=S)NCc3ccccc3)CC2)cc1

compound no.,17,18,19,20,21,22,23,24
m-calpain inh,9,-100,-31,-10,-34,7,-6,0
14-3-3 Bad inh,19,1,-6,-15[fluorescence artefact?],32,-11,-1,5
Rad51 HR inh,3,10,x,x,-3,-5,7,15
Hck-Nef inh,1,2,17,0,-1,16,-4,-4
EP2 modulator,29&48,0,15,12,23,-38,15,-36
zVAD death inh,0.2,2.7,0.9,1.2,3.0,19,1.3,1.3
TbHK1 inh,-8,-32,-1,-5,0,-1,-1,-1
eIF4E 4G PPI,-1,0,2,3[fluorescence artefact?],3,0,2,6
EP2 antag,5&12,7,7,7,9,12,11,10

[25] COc1ccc(-c2csc3nc(-c4cccnc4)nc(N4CCC(C(N)=O)CC4)c23)cc1OC
[26] CCCCNC(=O)CC1S/C(=N/N=C/c2ccc(OC)cc2)NC1=O (stereo not given)
[27] CCOC(=O)c1c(NC(=O)COC(=O)Cn2cnc3ccccc32)sc(C)c1C
[28] Oc1ccccc1N1CCN(c2nc(-c3cccs3)nc3ccccc23)CC1
[29] CCOC(=O)CCC(=O)Nc1cccc([N+](=O)[O-])c1
[30] COC(=O)Cn1cc(/C=C(/C#N)C(=O)N2CCOCC2)c2ccccc21
[31] O=C(CC1SC(=O)N(Cc2ccc(Cl)cc2)C1=O)Nc1nccs1 (stereo not given)
[32] COc1nc(N)c(C#N)c(-c2ccc(N(C)CCC#N)cc2)c1C#N

compound no.,25,26,27,28,29,30,31,32
m-calpain inh,-30,4,4,-33,22,-12,0,-19
14-3-3 Bad inh,-11,-7,3,7,19,-3,3,3
Rad51 HR inh,4,x,2,4,7,3,1,7
Hck-Nef inh,26,10,1,18,2,22,2,31
EP2 modulator,6,-3,-9,30,13,-11,2,-48
zVAD death inh,1.3,0.7,0.2,0.7,0.2,1.8,0.8,0.7
TbHK1 inh,-14,-42,3,-17,2,-26,6,-26
eIF4E 4G PPI,13,-2,1,-10,-20,0,1,-2
EP2 antag,13,4,22,3,4,2,11,24

[33] O=C(CSc1nnc(-c2cccc(S(=O)(=O)N3CCOCC3)c2)n1C1CCCCCC1)NCc1ccccc1
[34] CC1CN(C)C(C)C/C1=N/Oc1ccccc1[N+](=O)[O-] (stereo not given)
[35] O=C(c1ccccn1)C1CCCN(Cc2nc(Cc3cccc(F)c3)no2)C1 (stereo not given)
[36] OCC1(CCOc2ccccc2)CCN(C2Cc3ccccc3C2)CC1
[37] CCOC(=O)C1=C(c2ccccc2)Nc2c(c(=O)n(C)c(=O)n2C)C1c1ccc(O)c(OC)c1 (stereo not given)
[38] Cc1ccc(N2C(N)=NC(N)=NC2(C)C)c(C)c1
[39] Cn1c(CNC(=O)Cc2ccc3c(c2)OCO3)nnc1SCc1ccccc1
[40] O=C(COc1ccccc1[N+](=O)[O-])Nc1ccc(CN2CCOCC2)cc1

compound no.,33,34,35,36,37,38,39,40
m-calpain inh,1,4,0,-47,6,-23,-10,-2
14-3-3 Bad inh,0,0,0,-19,2,12,-14,-6
Rad51 HR inh,4,4,x,22,0,6,8,20
Hck-Nef inh,0,19,3,3,-7,-1,1,-3
EP2 modulator,5,5,12,-27,24,-3,28,-4
zVAD death inh,-0.3,-0.4,0.5,-0.7,0.7,0.6,-0.1,-0.2
TbHK1 inh,-2,-11,-3,8,11,6,28,-9
eIF4E 4G PPI,2[fluorescence artefact?],4,-1,-2,3,0,-2,2
EP2 antag,6,5,9,6,4,10,5,5

[41] COCc1cc(=O)[nH]c(SC)n1
[42] Cc1oc(-c2cccs2)nc1CS(=O)CC(=O)NCc1ccc2c(c1)OCO2 (stereo not given)
[43] O=C(CNCc1ccccc1)Nc1ccccc1-c1ccccc1
[44] O=C(N/C=N/O)C1=NOC(CNc2ncc(C(F)(F)F)cc2Cl)C1 (stereo not given)
[45] Cc1cccc(C(=O)Nc2c(C#N)c(C)c(C)n2Cc2ccccc2)c1
[46] COc1cc(NC(=O)COC(=O)CC(C)(C)C)c(C)cc1[N+](=O)[O-]
[47] CC(=O)CCc1oc2ccccc2c1-c1ccccc1
[48] CN(C)CCCn1c(-c2ccccc2)nc(=S)c2c1CCCC2

compound no.,41,42,43,44,45,46,47,48
m-calpain inh,4,-22,7,22,-7,7,30,-24
14-3-3 Bad inh,4,-8,-28,-5,2,-15[fluorescence artefact?],1,2
Rad51 HR inh,-1,x,-8,-4,1,1,-2,-6
Hck-Nef inh,15,28,4,-2,1,1,26,-3
EP2 modulator,0,19,34,12,22,5,79*,4
zVAD death inh,0.6,0.0,-0.3,-0.1,0.0,3.6,0.8,0.2
TbHK1 inh,7,-6,20,-1,5,-6,-3,-56
eIF4E 4G PPI,-2,-1,10,-8,-3,4,-11,5[fluorescence artefact?]
EP2 antag,5,10,4,13,12,9,5,3

[49] N#Cc1c(NC(=O)c2nc3ncccn3n2)sc2c1CCCCC2
[50] O=c1/c(=C\c2ccc(F)cc2)sc2n1CCCN=2
[51] Cc1cccc(N2CCN(C(=O)c3ccccn3)CC2C)c1 (stereo not given)
[52] CCn1cc(C(=O)NCC2CCCO2)c2cc(OC)c(OC)cc2c1=O (stereo not given)
[53] Cc1ccc(-n2cccn2)c(CN2CCC(CO)(CCc3ccccc3)CC2)c1
[54] CCCCc1cc(=O)oc2cc(OCc3nn[nH]n3)c(Cl)cc12
[55] CC(=O)Nc1nc(C(=O)O)cs1
[56] CCCCn1c(SCC(=O)Nc2nnc(C)s2)nc2c1c(=O)n(C)c(=O)n2C

compound no.,49,50,51,52,53,54,55,56
m-calpain inh,-40,10,2,-14,18,-63,39,-11
14-3-3 Bad inh,7,-17,-8,-5,-4,59,6,-1
Rad51 HR inh,4,4,6,0,-1,5,-10,0
Hck-Nef inh,14,-5,14,2,-13,1,23,-1
EP2 modulator,21,-5,-4,-15,-29,16,9&4,-12
zVAD death inh,-1.1,76*,1.7,0.3,-1.7,0.0,-0.1,-0.3
TbHK1 inh,-3,-25,-3,-8,10,-16,7,-7
eIF4E 4G PPI,-4,2,1,1,2,8[fluorescence artefact?],1,-1
EP2 antag,7,6,1,9,1,11,8&7,4
